HIF-2a block – inhibitors of HIF-2a. 786-0 RCC cells HIF-2a reporter, luciferase luminescence, overnight. inhibition, % at 18.8 µM. AID 624352. 360,000 compounds, 0.72% hits;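 active = inhibition of the luminescence signal of 40% or more relative to plate controls, in a single-dose primary screen at 18.75 µM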
NR2E3 ag-1 – NR2E3 (human) agonism; Q9Y5X4; GST-NR2E3/biotin-RetCOR TR-FRET, 1536-well; inhibition of corepressor binding, % at 4.78 µM; 320,000 compounds, 0.12% hits; AID 2300;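 active = percent inhibition above the cutoff of mean plus 3 SD of all tested compounds, set per screening campaign, cut at about 20% in these data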;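 note: 0% = DMSO wells and 100% = biotin wells as full block of FRET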
Target sequence (Q9Y5X4 whole entry, looked up): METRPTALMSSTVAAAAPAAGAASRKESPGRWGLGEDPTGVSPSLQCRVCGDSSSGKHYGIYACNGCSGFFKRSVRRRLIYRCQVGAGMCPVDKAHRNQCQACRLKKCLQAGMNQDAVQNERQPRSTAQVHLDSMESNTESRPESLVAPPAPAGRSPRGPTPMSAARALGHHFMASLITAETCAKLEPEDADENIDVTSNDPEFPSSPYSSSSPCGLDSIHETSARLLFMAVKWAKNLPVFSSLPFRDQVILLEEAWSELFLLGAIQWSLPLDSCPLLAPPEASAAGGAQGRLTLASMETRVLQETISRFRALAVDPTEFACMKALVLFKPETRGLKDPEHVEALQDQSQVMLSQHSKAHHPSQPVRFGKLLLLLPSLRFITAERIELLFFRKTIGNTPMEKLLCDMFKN
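Material – GST-tagged NR2E3 plus biotinylated RetCOR corepressor · Quantity – NR2E3 fusion 1.35 nM · Times – 5 h incubation at 4 °C · Medium – pH 7.5 Tris-based buffer · Technique – TR-FRET, Eu(K)-anti-GST donor, streptavidin-D2 acceptor, ex 340, em 617/671 nm · Benchmarks – high control biotin, low control 0.6% DMSO · Format – 1536-well plates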
CF NFkB inh – inhibitors of cystic fibrosis induced NF-kB. KKLEB NF-kB-GFP reporter, PAF-induced, GFP fluorescence overnight. inhibition, % at 5 µM. 360,000 compounds, 0.86% hits. AID 588850;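 active = at least 50% inhibition at 5 µM, scaled per plate between neutral and stimulator controls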;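 note: PAF is a Pseudomonas aeruginosa culture filtrate used as stimulus; plate controls were PAF-stimulated DMSO wells for no effect and unstimulated DMSO wells for full effect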
KKLEB cytotox – reduces viability of KKLEB cystic fibrosis airway cells | KKLEB CF airway cells viability, ATPlite luminescence, overnight; active compounds read low; cells stimulated with P. aeruginosa culture filtrate | activity change (cytotoxicity), % at 5 µM | 360,000 compounds, 0.36% hits | AID 602141;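 active = corrected activity change at or below -50% at 5 µM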
NR2E3 ag-2 – activates human NR2E3 receptor. inhibition of corepressor binding, % at 3.98 µM. AID 602229. 360,000 compounds, 0.35% hits. Q9Y5X4. CHO-S Gal4-NCOR/VP16-NR2E3 two-hybrid, luciferase;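 active = inhibition above the mean of all tested compounds plus 3 SD, cut at about 70% in these data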;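 note: 0% = DMSO with NR2E3 transfected cells and 100% = cells lacking NR2E3 construct; higher means lower luciferase signal from less NR2E3 corepressor binding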
TRAIL sens C8 – caspase-8 TRAIL sensitization; NB7+C8 cells + TRAIL, ATPlite viability luminescence; inhibition (viability loss, TRAIL sensitization), % at 10 µM; 360,000 compounds, 1% hits;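 active = compounds causing at least 50% loss of cell viability in the single-dose screen, relative to plate controls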
Peg3 promoter – reduces Peg3 promoter-driven luciferase expression in HeLa. 360,000 compounds, 1.7% hits. HeLa PEG-Prom luciferase reporter, luminescence, overnight. AID 588405. inhibition, % at 20 µM;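 active = inhibition of at least 50% at 20 µM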
TRPM1 prom inh – reduces MITF-dependent TRPM1 promoter luciferase signal. inhibition, % at 12.5 µM. 330,000 compounds, 0.83% hits. SK-MEL-5 TRPM1 promoter luciferase, 24 h;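 active = mean inhibition across replicates of 60% or more, whatever share of single replicates reaches that level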; note: values of inactives mirror those of a sister screen read the other way
iPSC survival up – hiPSC single-cell survival enhancement; survival enhancement, % at 20 µM; AID 602274; 360,000 compounds, 0.044% hits; ATPlite luminescence; 100% = ROCK inhibitor wells, 0% = DMSO; in the data active = survival enhancement above about 18%;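 note: cells exposed to compounds for 16 hours before the ATP read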
LMP1 NFkB inh – Epstein-Barr LMP1 NF-kappaB reporter inhibition. LMP1-induced NF-kappaB luciferase reporter cells, luminescence. inhibition, % at 12.5 µM. 350,000 compounds, 0.69% hits. AID 504558; in the data active = inhibition above about 41%;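 note: 0% = neutral control wells and 100% = reference inhibitor control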
Shn3 inh set2 – Schnurri-3 reporter inhibition in Clone20 osteoblasts; Clone20 osteoblast Shn3 3'UTR firefly luciferase, 24 h; 360,000 compounds, 0.52% hits; AID 588674; inhibition, % at 12.5 µM;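 active = mean inhibition of at least 75% with every replicate also reaching 75%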;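 note: 0% = median of neutral control wells and 100% = pilot-screen positive control compound; some compounds past the cut are filed as inactive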
Active calls of the source: *; · = no result given. A portion of the library; rates above refer to the full screens.

SMILES	HIF-2a block	NR2E3 ag-1	CF NFkB inh	KKLEB cytotox	NR2E3 ag-2	TRAIL sens C8	Peg3 promoter	TRPM1 prom inh	iPSC survival up	LMP1 NFkB inh	Shn3 inh set2
C[C@@H]1CCCCO[C@@H](CN(C)Cc2ccncc2)[C@@H](C)CN([C@H](C)CO)C(=O)c2cc(NC(=O)c3ccccc3)ccc2O1	4	·	-22	11	2	14	6	·	3.3	-1	4
CCCCn1nnnc1SCC(=O)c1ccc(C)c(C)c1	-105	0	-9	-1	-28	-5	-28	-12	1.1	-6	·
Cc1ccc2nc(-c3ccccc3)c(-c3ccccc3)nc2c1	-31	3	-3	-7	-44	-7	-14	4	1.4	2	-11
CC(NC(=O)COc1cccnc1[N+](=O)[O-])c1ccc(Cl)cc1 (centres undefined)	9	-4	-6	0	-18	8	27	-2	-0.3	-3	-23
CC[C@@]12C(=O)N(c3cccc(Cl)c3)C(=O)N1[C@H](c1cccc(C)c1)[C@@H]1C(=O)N(Cc3ccccc3)C(=O)[C@@H]12	19	4	10	-10	0	2	20	·	0.9	7	-10
COc1cccc(NC(=O)C(=O)NCC2CCCN2S(=O)(=O)c2ccccc2)c1 (centres undefined)	-249	2	4	-2	-81	13	-281	-154	-0.2	-12	-92
O=C(c1ccc([N+](=O)[O-])cc1)N(Cc1ccc(Br)cc1)N1C(=O)CCCC1=O	2	3	6	-7	29	5	37	0	1.9	-13	4
CCOC(=O)c1cccnc1SCc1cc(=O)n2ccccc2n1	-90	-1	22	9	-56	-6	-8	15	0.7	-14	-31
CSc1nc2ccc(NC(=O)C3CC(=O)N(Cc4ccco4)C3)cc2s1 (centres undefined)	-2	0	-8	0	29	-9	-10	14	-2.4	0	-4
CN(C)N1C(N)=C(C#N)C(c2ccc3c(c2)OCO3)C2=C1CC(C)(C)CC2=O (centres undefined)	11	2	20	-4	-20	-2	2	8	-0.5	0	-11
CCS(=O)(=O)c1ccc2oc(SCC(=O)c3c(N)n(C4CC4)c(=O)[nH]c3=O)nc2c1	19	1	-18	11	0	3	9	-8	-0.3	4	-4
COc1ccc(C(C)NC(=O)c2cccc([N+](=O)[O-])c2)cc1OC (centres undefined)	14	-5	3	1	-20	-2	1	-2	-0.6	2	-22
O=C(Nc1cc(Cl)ccc1N1CCOCC1)C1CC1	9	·	-5	16	-1	-2	3	6	-0.4	5	11
Cc1ccccc1C(=O)N1CCC(C(=O)OCc2ccccc2Cl)CC1	13	4	25	10	-2	-4	0	2	-2.6	0	-7
COCc1cc(=O)n2[nH]c(C(F)(F)F)nc2n1	9	3	-5	-3	21	-1	3	-10	-1.5	-5	-12
CC(C)OCCCNC(=O)c1c(N)n(/N=C/c2cccs2)c2nc3ccccc3nc12	-11	3	11	-10	-7	12	3	-4	-1.5	0	-20
CN(C(=O)c1ccc(NC(=O)C2CCCN(C(=O)OC(C)(C)C)C2)cc1)C1CC1 (centres undefined)	9	·	2	-14	9	-10	11	21	3.1	1	3
CCCCNC(=O)C1(C)CCN1C(=O)c1cc(-c2ccccc2)cs1 (centres undefined)	-11	·	-10	10	-16	-5	-2	·	0.3	·	-5
CCOC(=O)CSc1ncnc2c1nnn2-c1ccc(F)cc1	6	-1	-8	-5	15	10	34	6	-4.5	0	-16
CCN1C(=O)/C(=C/C2=Cc3ccccc3OC2C)SC1=S (centres undefined)	-54	-2	-4	10	-19	10	-96	·	-0.3	·	-10
COc1ccc(CN2C(=S)NC(C)(C)CC2(C)O)cc1 (centres undefined)	10	-3	-16	4	-40	-3	6	8	-1.5	-4	-3
O=C(NCc1ccccc1)C1CCN(S(=O)(=O)c2cccc3cccnc23)CC1	11	3	-17	8	8	-9	-6	3	-3.9	-6	-4
COCCn1c(SCC(=O)NC2(C#N)CCCCC2)nc2ccccc2c1=O	12	6	-3	8	-41	0	5	9	3.1	5	3
Cc1ccc(C(c2sc3nc(C)nn3c2O)N2CCN(C(=O)c3ccco3)CC2)cc1 (centres undefined)	6	0	4	-5	22	-16	3	-3	1.0	5	-15
CNc1cc(C)nc(-n2nc(C)cc2C)n1	-26	-2	-14	30	-14	-5	-17	-14	0.8	-1	-8
COCCCn1c(SCC(=O)Nc2nc3ccccc3s2)nnc1-c1ccoc1C	7	0	6	-7	-6	2	15	1	-3.8	-19	4
COc1ccc(N2CCN(C(=O)COC(=O)c3ccc(OC(F)F)cc3)CC2)cc1	10	6	6	4	-19	-42	-6	-3	-0.5	4	-7
Cc1cc(C)cc(NC(=S)Nc2ccccn2)c1	-85	-1	3	6	-14	2	-101	1	5.7	-24	-4
CC(C)[C@H](NC(=O)N1c2ccccc2NC(=O)[C@@H]1C(C)C)C(=O)N1CCC(C(=O)O)CC1	-20	-1	11	14	-21	-4	-3	-8	1.1	-8	-13
CCc1ccc(NC(=O)C(C)OC(=O)c2ccc(NS(=O)(=O)c3ccc(C)c([N+](=O)[O-])c3)cc2)cc1 (centres undefined)	-35	-2	20	-30	23	23	18	4	1.9	-6	23
Cc1ccc(NC(=O)/C=C/c2ccc3c(c2)OCO3)nc1	-220	1	10	-13	-48	41	-136	-81	-1.5	-25	-114
Cc1cc(C(=O)N/N=C/c2ccc(N3CCOCC3)cc2)c(C)o1	-101	-5	-16	14	-37	11	-70	-47	0.7	-3	-28
COc1ccc(/C=C/C(=O)Nc2ccc3c(c2)CCC3)cc1OC	-88	1	-3	-10	-27	0	-54	-27	-0.2	18	4
COc1cccc(-c2nnc(NC(=O)c3ccc4ncsc4c3)o2)c1	-49	-2	8	-8	-57	0	-30	11	1.0	6	3
CC(C)CNC(=O)c1cc(-c2ccc(Cl)c(Cl)c2)on1	-167	0	-6	11	-14	5	-159	-65	-2.2	-32	-32
Cc1cc(OCc2cc(C(=O)NCCN3CCCCC3CO)no2)cc(C)c1Cl (centres undefined)	-10	-3	14	-8	-3	4	44	1	-0.7	-8	-5
Fc1ccc(CSc2nncn2NCc2ccccc2)cc1	2	-1	-9	-4	0	1	-1	9	1.1	-1	15
O=C(Cc1ccc(Cl)cc1)Nc1cccnc1Cl	-17	·	-12	2	-22	-12	4	·	7.6	1	15
CN(C)c1ccc(NC(=O)CCN2C(=O)c3cccc([N+](=O)[O-])c3C2=O)cc1	-9	-2	20	-8	5	12	-26	12	-0.3	-4	-11
COc1ccc(/C=C/C(=O)c2cc(Br)ccc2OC(=O)c2ccco2)cc1OC	5	1	2	1	-3	-1	7	10	2.0	5	12
CCc1ccc(OCC(O)CNC(C)(C)C)cc1 (centres undefined)	-7	-6	8	-10	-6	-2	-2	-1	-1.5	-13	-29
Cc1occc1C(=O)N/N=C/c1c[nH]c2ccccc12	-299	2	0	6	-97	21	-140	-62	-0.2	-16	-54
CC(C)(C)c1ccc(C(=O)N2CCCC2)s1	-132	2	-13	-6	-58	3	-115	-14	0.0	-21	-53
CN(Cc1ccccc1)C(=O)Cn1nnc(-c2ccccc2)c1COc1ccccc1	17	·	-3	-6	3	5	-14	·	2.1	·	2
Cc1c(C(=O)NCc2ccccc2CN2CCCC2)oc2ccccc12	14	·	-10	6	12	16	-1	0	0.3	1	16

Copied from the list:
CCc1ccc(OCC(O)CNC(C)(C)C)cc1 (centres undefined) | HIF-2a block: -7
Cc1c(C(=O)NCc2ccccc2CN2CCCC2)oc2ccccc12 | HIF-2a block: 14

Going on with the list.
SMILES	HIF-2a block	NR2E3 ag-1	CF NFkB inh	KKLEB cytotox	NR2E3 ag-2	TRAIL sens C8	Peg3 promoter	TRPM1 prom inh	iPSC survival up	LMP1 NFkB inh	Shn3 inh set2
O=C1[C@@H]2CSCN2C(=O)CN1CCc1cccc(F)c1	-2	2	-10	-4	6	-19	14	8	-0.5	1	0
O=C(CSc1nnc(-c2ccncc2)o1)c1cccc([N+](=O)[O-])c1	13	3	-17	-2	-9	-7	7	6	-0.9	-2	-3
O=C(CSc1nnc(-c2ccc(S(=O)(=O)N3CCCC3)cc2)o1)NCC1CCCO1 (centres undefined)	17	2	-9	-2	7	-14	12	3	0.5	3	10
Cc1ccnc(NC(=O)CCNS(=O)(=O)c2ccc(C)c(C)c2)c1	-176	-3	9	7	-141	8	-237	-26	-0.3	10	-82
CCC(C)NC(=O)CSC1=Nc2ccccc2C2=NC(CCC(=O)NCc3ccco3)C(=O)N12 (centres undefined)	10	-3	-9	15	-5	5	-3	-1	-1.4	9	21
Cc1cc(C)cc(OCc2ccc(C(=O)N3N=C(C(F)F)CC3(O)C(F)F)o2)c1 (centres undefined)	5	2	-9	4	-12	-18	14	-3	-0.9	-1	-11
Cc1ccc2nc(SCC(=O)Nc3c(F)cccc3F)[nH]c2c1	-35	2	-10	5	-13	-1	-18	-7	0.2	-5	10
CCOC(=O)c1c(C)[nH]c(C)c1C(=O)CSc1nc2ccccc2c(=O)n1-c1ccc(Cl)cc1	-1	4	4	-9	-18	0	26	1	-1.6	20	63
CNc1oc(/C=C/c2cccc(OC)c2)nc1C#N	-339	1	6	0	-119	5	-295	-79	-0.3	-23	-62
CC(C)(C)CC(=O)Nc1ccc(-c2nnc3n2CCCCC3)cc1	-10	1	22	1	-17	-6	10	7	0.0	2	-3
CC(C)(C)c1ccc(/C=C/C(=O)Nc2cccnc2)cc1	-170	0	5	-10	-7	15	-277	-104	-1.0	-31	-60
CCOC(CNCc1cc(C)c2[nH]c3ccccc3c2c1C)OCC	22	·	20	-19	-1	1	74*	13	-5.2	9	39
COc1ccc(NC(=O)Cn2nnc(C(=O)NCc3ccc(C)cc3)c2N)cc1Cl	1	3	58*	-37	-17	-6	7	-8	0.3	-6	5
CC1(C)N=C(N)N=C(N)N1c1ccc(Oc2ccc(Cl)cc2)c(Cl)c1	14	-2	-22	0	-18	58*	17	29	0.6	23	46
O=C(Cn1ccc2ccccc2c1=O)NCCC(=O)N1CCCCC1	14	5	-7	4	-3	-3	18	6	0.3	-1	-1
CCCCC(=O)NC(c1ccccc1OC)c1ccc2cccnc2c1O (centres undefined)	13	3	-17	-7	-4	10	62*	78*	0.0	66*	94*
Cc1ccnc(N2CCC(C(=O)Nc3ccc4c(c3)CCC4)CC2)n1	-15	3	9	0	-1	-14	-3	11	0.1	-8	-21
CN1C(=O)C(=O)N(CC(=O)N2CCc3ccccc32)C1=O	12	-2	12	-8	-3	-14	11	-5	-0.7	-6	2
S=C1NCN(C2CCCCC2)CN1Cc1ccccc1	21	1	28	-8	5	12	8	-1	-0.8	4	3
COc1ccccc1NC(=O)C1(C)Cc2ccccc2C(=O)O1 (centres undefined)	-52	3	-29	-4	-24	-14	-19	·	1.4	-11	-10
Cc1ccc(SCC(=O)Nc2ccc(F)cc2[N+](=O)[O-])cc1C	-9	0	0	-4	26	11	8	-5	-1.6	-1	-7

Screens deposited in PubChem by several laboratories.
